Bioassay records deposited in PubChem BioAssay by The Scripps Research Institute Molecular Screening Center.
M1 PAM = human M1 muscarinic receptor positive allosteric modulators, primary screen, CHO-K1 cells, Fluo-8 calcium fluorescence, 1536-well. AID 588819, 2011. hit rate 0.088% among 360,000. Muscarinic acetylcholine receptor M1 (Homo sapiens), P11229. CHO-K1 hM1, ACh EC20; 0% = ACh EC20, 100% = maximal ACh. activation, % at 3 µM; in the data active means activation above about 19%, passing the limit was not always enough
CHRM1 agonist = human M1 muscarinic receptor agonists, primary screen, Fluo-8 calcium fluorescence, CHO-K1 cells, HTS; Muscarinic acetylcholine receptor M1 (Homo sapiens), P11229; CHO-K1 hM1, agonist mode; 0% DMSO, 100% acetylcholine EC100; activation, % at 3 µM; hit rate 0.33% among 360,000;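 active means activation above the run's mean compound activation plus 3 SD, cut at about 16% in these data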;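 further: peak over basal fluorescence ratio within a 140 s kinetic read after compound addition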
M5 ag = human M5 muscarinic receptor agonists, primary screen, CHO-K1 cells, Fluo-8 calcium fluorescence | Muscarinic acetylcholine receptor M5 (Homo sapiens), P08912 | CHO-K1 hM5 cells; 0% DMSO wells, 100% maximal acetylcholine response | activation, % at 3 µM | hit rate 0.19% among 360,000 | AID 624037, 2012;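 active means activation above the run's mean over test compounds plus 3 SD, cut at about 23% in these data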;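 further: signal is peak over basal fluorescence ratio across the kinetic read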
Target sequence (P08912 whole entry, looked up): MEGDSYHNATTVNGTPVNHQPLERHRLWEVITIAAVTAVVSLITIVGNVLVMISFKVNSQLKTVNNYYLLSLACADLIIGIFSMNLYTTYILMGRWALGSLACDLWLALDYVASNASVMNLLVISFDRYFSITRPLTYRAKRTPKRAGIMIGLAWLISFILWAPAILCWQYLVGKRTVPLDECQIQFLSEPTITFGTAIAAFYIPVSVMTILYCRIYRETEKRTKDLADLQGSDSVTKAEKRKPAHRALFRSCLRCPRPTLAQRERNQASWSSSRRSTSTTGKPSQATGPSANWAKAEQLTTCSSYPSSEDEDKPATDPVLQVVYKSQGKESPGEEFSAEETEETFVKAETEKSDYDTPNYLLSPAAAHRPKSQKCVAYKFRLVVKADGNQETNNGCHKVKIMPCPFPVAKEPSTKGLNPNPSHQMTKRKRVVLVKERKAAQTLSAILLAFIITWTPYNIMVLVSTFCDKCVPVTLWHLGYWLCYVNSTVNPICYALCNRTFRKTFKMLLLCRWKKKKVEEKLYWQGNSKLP
CHRM4 antagonist = human M4 muscarinic receptor antagonists, primary screen, CHO cells, Fluo-8 calcium fluorescence. Muscarinic acetylcholine receptor M4 (Homo sapiens), P08173. CHO-hM4 cells, ACh EC80. inhibition, % at 3 µM. hit rate 0.73% among 360,000. AID 624125, 2012;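 active means inhibition above its plate's cutoff, the mean inhibition of sample wells plus 3 SD, cut at about 27% in these data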;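 further: 0% = acetylcholine EC80 with DMSO and 100% = DMSO without agonist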
Target sequence (P08173 whole entry, looked up): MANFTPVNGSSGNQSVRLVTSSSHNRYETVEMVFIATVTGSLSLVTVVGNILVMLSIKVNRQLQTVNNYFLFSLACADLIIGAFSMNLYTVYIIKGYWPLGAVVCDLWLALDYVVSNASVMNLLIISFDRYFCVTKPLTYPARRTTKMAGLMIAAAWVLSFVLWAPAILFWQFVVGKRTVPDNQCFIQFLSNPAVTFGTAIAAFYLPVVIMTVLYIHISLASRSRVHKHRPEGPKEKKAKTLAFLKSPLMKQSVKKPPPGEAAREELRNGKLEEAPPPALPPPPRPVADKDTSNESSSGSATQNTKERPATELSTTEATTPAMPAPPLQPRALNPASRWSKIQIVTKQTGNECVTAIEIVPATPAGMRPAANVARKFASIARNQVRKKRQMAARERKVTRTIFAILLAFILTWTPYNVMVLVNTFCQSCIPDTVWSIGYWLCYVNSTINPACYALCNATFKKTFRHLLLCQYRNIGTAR
CHRM5 PAM = human M5 muscarinic receptor positive allosteric modulators, primary screen, CHO-K1 cells, Fluo-8 calcium fluorescence | Muscarinic acetylcholine receptor M5 (Homo sapiens), P08912 | CHO-K1 hM5, ACh EC20 PAM; 0% = ACh EC20, 100% = ACh EC100 | activation, % at 3 µM | hit rate 0.3% among 360,000;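 active means activation above the run cutoff, the mean activation of all test compounds plus 3 SD, cut at about 18% in these data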
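Replicates: One well per compound, no replicates | System: Human M5 receptor in CHO-K1 cells | Benchmarks: Low control EC20 acetylcholine (0%), high control EC100 acetylcholine (100%) | Probe or stimulus: Acetylcholine, EC20 level | Times: Fluo-8 loading 80 min at 37 °C plus 30 min room temperature | Signal: Intracellular calcium via Fluo-8 fluorescence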
M4 ag = human M4 muscarinic receptor agonists, primary screen, CHO-K1 cells, Fluo-8 calcium fluorescence | Muscarinic acetylcholine receptor M4 (Homo sapiens), P08173 | CHO-K1 hM4/Gqi5; vehicle 0%, full acetylcholine response 100% | activation, % at 3 µM | hit rate 0.14% among 360,000;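 active means activation above the run mean over all test wells plus 3 SD, cut at about 32% in these data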;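 further: peak over basal fluorescence ratio per well then scaled between controls; 0% = DMSO wells and 100% = acetylcholine at EC100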
TAAR1 agonist = human TAAR1 agonists, primary screen, Fluo-8 calcium fluorescence, CHO RD-HGA16 cells. hit rate 0.99% among 360,000. vehicle wells 0%, saturating PEA agonist 100%. Trace amine-associated receptor 1 (Homo sapiens), Q96RJ0. activation, % at 3 µM;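 active means activation above the mean activation of all test compounds in the run plus 3 SD, cut at about 38% in these data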
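Test system: RD-HGA16 (CHO) cells co-expressing Gα16 and hTAAR1; dosing: one-point dosing at 3 µM (nominal); timing: 17-24 h seeding, 75 min 37 °C dye, 30 min RT; signal: kinetic Fluo-8 calcium fluorescence; read-out basis: % activation relative to PEA EC100 response; controls: DMSO and PEA EC100; replicates: n 1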
CHRM5 antagonist = human M5 muscarinic receptor antagonists, primary screen, CHO cells, Fluo-8 calcium fluorescence. Muscarinic acetylcholine receptor M5 (Homo sapiens), P08912. CHO-hM5 cells, ACh EC80. inhibition, % at 3 µM. hit rate 0.59% among 360,000. AID 624040, 2012;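 active means inhibition above a per-plate cutoff, the mean of that plate's test compounds plus 3 SD, cut at about 27% in these data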;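 further: 0% = acetylcholine EC80 with DMSO and 100% = DMSO without agonist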
CHRM1 antagonist = human M1 muscarinic receptor antagonists, primary screen, CHO-K1 cells, Fluo-8 calcium fluorescence, 1536-well | Muscarinic acetylcholine receptor M1 (Homo sapiens), P11229 | CHO-K1 hM1, ACh EC80 antagonist | inhibition, % at 3 µM | hit rate 1.3% among 360,000 | AID 588852, 2011;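 active means percent inhibition above its own plate's cutoff, namely the mean of that plate's compound wells plus 3 SD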;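 further: peak over basal fluorescence ratio during 140 s after agonist addition; 0% = ACh EC80 plus DMSO and 100% = DMSO alone without agonist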
An asterisk follows results filed as active; · = not tested or not shown. An excerpt; rates above refer to the full screens.

SMILES	M1 PAM	CHRM1 agonist	M5 ag	CHRM4 antagonist	CHRM5 PAM	M4 ag	TAAR1 agonist	CHRM5 antagonist	CHRM1 antagonist
N#Cc1ccc(CN(Nc2ccccc2)c2ccccc2)cc1	-9.0	-5.5	-2.1	-8.0	-14.2	-1.9	4.3	4.8	2.9
CCSc1nnc(NC(=O)CSc2nc3c(c(=O)n2-c2ccccc2OC)SCC3)s1	2.3	-0.1	8.5	3.1	-0.6	0.8	14.3	-2.5	0.0
OCCN1CCN(Cc2ccc3ccccc3c2)CC1	2.5	-5.5	0.1	5.8	1.4	0.7	2.1	2.7	-2.8
O=C(CCn1nnnc1CN1CCOCC1)N1CCC(c2ccccc2Cl)C1 (stereo not drawn)	16.8	-2.8	-0.2	-1.4	11.7	0.7	0.5	-12.2	-19.8
COc1ccc(NC(=O)c2cc(C)n(Cc3cccs3)c2C)cc1	-4.4	-3.8	-1.6	3.6	3.8	-0.5	-1.4	-3.9	13.1
CCc1ccc(OCC(=O)N/N=C(\C)c2ccc(O)cc2O)cc1	2.5	-3.4	-0.3	-5.5	4.3	0.4	-0.2	1.4	4.5
COc1ccc(NC(=O)c2cc(F)cc(F)c2)cc1S(=O)(=O)N1CCCCC1	8.1	-1.4	0.5	-12.6	5.9	6.9	3.4	0.3	-14.5
COc1ccc(N(CC(=O)N2CCN(c3cc(C)ccc3C)CC2)S(=O)(=O)c2c(C)noc2C)cc1	0.9	-2.3	-3.2	5.3	-7.5	0.1	-0.7	16.6	-2.6
O=C(CNC(=S)N(Cc1ccccc1Cl)C1CCCC1)NCCCN1CCOCC1	10.5	-3.6	0.4	-3.2	1.3	0.2	3.1	7.0	-11.6
CCCOc1ccc2[nH]cc(C(=O)O)c(=O)c2c1	8.6	-3.1	-3.2	5.7	16.0	1.1	8.6	-6.9	-13.4
Cc1ccc(C(c2nnnn2C2CCCC2)N2c3ccccc3CC2C)cc1 (stereo not drawn)	0.7	-8.5	-4.8	0.4	-3.3	-1.6	1.9	-3.8	-4.8
COCCNc1nc(NCc2cc(-c3ccc(OC)cc3)no2)c2sccc2n1	-18.1	-1.8	1.9	5.3	-16.0	15.4	5.0	16.4	17.2
O=C(CCCC(=O)N1CCCC1)N1CCCC1	4.0	-3.2	-3.9	-11.7	2.8	0.2	-0.9	-6.4	-2.0
CC(=O)c1ccc(-c2cnc3c(NC=O)cc(-c4ccccc4Oc4ccccc4)cn23)cc1	-2.1	-3.1	0.1	6.2	-9.0	2.1	-0.8	3.4	4.4
CN(Cc1ccccc1)C(=O)C1CCN(S(=O)(=O)c2cc([N+](=O)[O-])ccc2Cl)CC1	-1.2	-11.4	3.1	-0.2	-4.4	8.5	1.4	1.1	2.7
C=CCn1c(SCC(=O)c2c(N)n(CCC)c(=O)n(C)c2=O)nnc1-c1ccncc1	0.4	-2.6	4.5	-4.1	6.7	0.2	-1.2	7.9	-1.8
CCCc1nc(N2CCN(S(=O)(=O)c3ccc(Cl)cc3)CC2)c2c(C)c(C)sc2n1	13.1	-5.0	-1.4	-4.7	1.2	1.3	2.6	0.1	-17.9
COc1ccc(NC(=O)C2CCN(c3cnccn3)CC2)cc1Cl	0.2	-0.3	-0.7	-8.9	-6.5	2.0	3.2	-4.2	1.5
CCOC(=O)N1CCN(S(=O)(=O)c2ccc(C(=O)NNc3nc4cc(C)cc(C)c4s3)cc2)CC1	-0.1	-0.3	2.1	-1.2	-5.3	6.5	·	-1.9	6.8
CCOC(=O)c1c(NC(=O)CN(C)C2CCN(C)CC2)sc(C(=O)Nc2ccccc2)c1C	6.7	-4.9	-5.8	0.4	-1.4	1.0	11.4	-6.9	-8.6

Shown field by field: entries from further up
COc1ccc(NC(=O)c2cc(C)n(Cc3cccs3)c2C)cc1
  M1 PAM: -4.4 | CHRM1 agonist: -3.8 | M5 ag: -1.6 | CHRM4 antagonist: 3.6 | CHRM5 PAM: 3.8 | M4 ag: -0.5 | TAAR1 agonist: -1.4 | CHRM5 antagonist: -3.9 | CHRM1 antagonist: 13.1
CCc1ccc(OCC(=O)N/N=C(\C)c2ccc(O)cc2O)cc1
  M1 PAM: 2.5 | CHRM1 agonist: -3.4 | M5 ag: -0.3 | CHRM4 antagonist: -5.5 | CHRM5 PAM: 4.3 | M4 ag: 0.4 | TAAR1 agonist: -0.2 | CHRM5 antagonist: 1.4 | CHRM1 antagonist: 4.5
COc1ccc(NC(=O)c2cc(F)cc(F)c2)cc1S(=O)(=O)N1CCCCC1
  M1 PAM: 8.1 | CHRM1 agonist: -1.4 | M5 ag: 0.5 | CHRM4 antagonist: -12.6 | CHRM5 PAM: 5.9 | M4 ag: 6.9 | TAAR1 agonist: 3.4 | CHRM5 antagonist: 0.3 | CHRM1 antagonist: -14.5
COc1ccc(N(CC(=O)N2CCN(c3cc(C)ccc3C)CC2)S(=O)(=O)c2c(C)noc2C)cc1
  M1 PAM: 0.9 | CHRM1 agonist: -2.3 | M5 ag: -3.2 | CHRM4 antagonist: 5.3 | CHRM5 PAM: -7.5 | M4 ag: 0.1 | TAAR1 agonist: -0.7 | CHRM5 antagonist: 16.6 | CHRM1 antagonist: -2.6

(cont.)
SMILES	M1 PAM	CHRM1 agonist	M5 ag	CHRM4 antagonist	CHRM5 PAM	M4 ag	TAAR1 agonist	CHRM5 antagonist	CHRM1 antagonist
COc1ccccc1C(C)NC(=O)c1ccc(S(=O)(=O)NCc2ccco2)cc1 (stereo not drawn)	3.2	-3.8	-3.2	-7.4	-4.9	2.0	0.6	8.6	-3.6
COCCn1c(-c2cccs2)nc2nc3ccccc3nc21	3.9	-2.6	-0.8	9.0	-4.4	16.5	3.1	9.6	1.1
COc1ccc(C2OCC3(O)C(c4ccc(OC)c(OC)c4)OCC23)cc1OC (stereo not drawn)	-9.9	-2.6	2.9	3.1	-1.1	-0.1	0.3	4.2	7.5
Cc1oc(-c2cccc(Cl)c2)nc1CN1CCC(C(=O)NCc2cccnc2)CC1	-4.6	-6.0	-0.6	-10.0	-6.3	1.3	7.6	1.8	7.5
COc1ccc(Cl)cc1-n1c(C)cc(C(=O)O)c1C	3.0	-0.9	0.2	-4.6	11.5	0.2	-2.2	-3.7	-5.8
Cc1ccc(C(C)NC(=O)Cc2cccs2)c(C)c1 (stereo not drawn)	15.1	5.0	-0.2	-6.2	1.2	-0.9	2.2	7.5	-20.5
O=C1COc2ccc(C(=O)COC(=O)c3cccnc3Cl)cc2N1	9.4	-0.6	2.0	-1.2	2.9	0.9	19.4	3.5	-4.1
Cn1c(NCCCN2CCOCC2)nc2c1c(=O)n(Cc1ccc(Cl)cc1Cl)c(=O)n2C	0.3	-7.0	-4.8	-6.9	6.8	6.5	9.0	-12.8	-11.6
CCOc1ccc(OCC(=O)N2CCOCC2)cc1	4.1	0.3	-2.0	5.0	-4.8	0.4	2.6	2.0	-12.5
Cc1ccc(-n2c(SCC(=O)N3CCCCC3)nc(O)c(Cc3ccccc3)c2=O)cc1	-5.0	-2.9	-3.1	0.2	-2.0	-0.7	2.5	7.2	15.7
C[C@@H]1CN([C@@H](C)CO)C(=O)CCCn2nncc2CO[C@H]1CN(C)Cc1ccccc1C(F)(F)F	9.6	-0.3	-0.5	-6.0	2.5	0.4	-0.1	-3.9	-14.4
COC(=O)CCCC1=CC2=C(c3ccccc3)C(=O)C(C)(OC(=O)C3CCCC3)C(=O)C2=CN1c1ccc(OC)cc1 (stereo not drawn)	4.9	-9.1	-4.1	0.8	-1.9	0.4	7.1	3.3	4.4
CN1CCN(c2c(F)cc3c(=O)c(C(=O)O)cn4c3c2OCN4C)CC1	9.4	-3.5	0.4	-7.0	-2.3	0.9	0.0	14.6	-15.9
CSCCC(NS(=O)(=O)c1cccs1)C(=O)NCc1ccccc1 (stereo not drawn)	6.5	-8.2	-0.3	-9.7	-8.1	1.9	0.9	10.9	-6.8
O=C(NC1CCCCC1)N1CCN(C(=O)c2ccco2)CC1	5.8	-7.2	-4.1	-11.8	10.1	1.5	4.8	-14.7	-13.5
Cc1ccccc1NC(=O)c1ccccc1NC(=O)c1ccco1	6.8	-2.4	-4.5	4.1	0.5	1.5	4.8	-1.1	-8.4
CCOC(=O)C(=CNc1cc(C)nn1-c1ccccc1)C(=O)OCC	4.5	-5.3	3.1	-5.9	5.8	-2.2	8.0	-10.7	-7.7
COc1ccc(N2CCN(c3nc4ccc(C)cn4c(=O)c3C=O)CC2)cc1	11.8	-6.5	1.7	-3.5	2.2	4.4	8.7	1.2	-6.7
CC(C)=CCc1cc([C@@H]2COc3c(ccc4c3C=CC(C)(C)O4)C2)c(O)cc1O	-4.6	-8.6	-1.2	-8.1	-6.3	0.5	0.5	9.9	4.4
C=CCSc1nc2sc3c(c2c(=O)n1CC=C)CCc1ccccc1-3	8.6	-2.1	0.5	6.4	1.7	0.0	-0.1	3.6	-0.2
CCOc1ccc(/C=N/NC(=O)C(C)N(c2ccc(OC)cc2)S(C)(=O)=O)cc1 (stereo not drawn)	2.1	-2.3	3.7	12.2	-2.6	2.8	5.5	-1.0	-4.4
Cc1c(C(=O)N2CCN(C(c3ccccc3)c3ccccc3)CC2)oc2ccccc12	-2.8	0.4	-2.8	4.5	-5.3	-0.3	3.0	2.2	1.4
N#C/C(=C\c1c(N(Cc2ccccc2)Cc2ccccc2)nc2ccccn2c1=O)C(N)=O	-8.7	2.6	4.3	2.8	-4.8	8.8	22.4	7.7	8.3
COCCNCCCCSc1ccc(Cl)cc1	7.3	-12.2	-5.3	-1.8	5.4	2.3	10.2	2.8	-2.3
O=C(Cn1cc(C(F)(F)F)ccc1=O)Nc1cccc(S(=O)(=O)N2CCOCC2)c1	11.2	-3.9	1.8	-4.1	5.7	1.2	1.8	-2.6	-11.9
COC(=O)c1cc(S(=O)(=O)N(Cc2ccccc2)C(C)(C)C)c[nH]1	1.3	-2.0	-4.1	5.6	1.4	1.0	-1.8	1.2	-1.3
CCOC(=O)C1CCN(C(=O)c2ccc(Cl)c(NC3=NC4CS(=O)(=O)CC4S3)c2)CC1 (stereo not drawn)	7.5	-1.3	1.0	-12.6	-0.1	1.4	-0.1	-2.4	-16.8
CC1=NN(c2ccc(S(=O)(=O)O)cc2Cl)C(=O)C1	10.2	-3.0	-3.1	-4.0	-0.9	-0.4	13.3	-3.8	-7.5
COc1ccc2oc(=O)cc(CN3CCN(Cc4ccccc4)CC3)c2c1	-2.0	-6.6	-1.8	-5.5	-6.4	3.8	3.5	7.6	-7.6
